Lamin A splicing = changes lamin A minigene splicing in HeLa cells; AID 1487; Potency, µM (titrated, usually from 46.1 µM), for the others: at the top dose ratio change, negative = inhibition, actives largely listed as inhibitors; HeLa LMNA splicing GFP/RFP minigene ratio, 48 h; 0.01% of 200,000 active; active = well fitted inhibition curve with a large enough effect in the signal ratio, with a control signal flat, not every such curve was filed as active; inconclusive = small, poorly fitted or top-dose-only effect, or effect the other way, or a change in a side signal; the % refers to the signal ratio; also: potency is read from the fitted curve at half-maximal effect; % is scaled to controls: 0 for no effect and ±100 for the full control effect
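Read-out is the ratio of GFP to DsRed2 object intensity, acquired by 488 nm laser-scanning cytometry on HeLa lamin A-EGFP minigene reporter cells. Compound incubation 48 hrs at 37 °C in Opti-MEM with 2% FBS; DMSO 0.5% final.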
Epigenetic reg = epigenetic control regulation, reporter derepression; murine LDR cells, GFP reporter derepression, 30 h; Potency, µM (top dose mostly 53.9 µM), for inactives: at the top dose GFP activation, most hits filed as activators; 0.2% of 280,000 active; AID 1865; also: potency is read from the fitted curve at half-maximal effect; % of control where 0% means no effect; nearly all actives have a fitted effect of over 60% in size
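Readout is the number of GFP-expressing murine LDR cells, counted by cytometry following washing. Cells were treated with compound for 30 h at 37 C; the stably integrated CMV-GFP locus is normally silent.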
IMPase Li inh = cell-permeable IMPase inhibitors with lithium potentiation; CHO-M1 cells, IP1 TR-FRET (IP-One), carbachol + lithium; Potency, µM (series often up to 59.4 µM), for the others: at the top dose activity, negative = IMPase inhibition, actives largely listed as inhibitors; 0.35% of 210,000 active; AID 1457;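 also: IP1 builds up when IMPase is blocked and the TR-FRET signal falls; potency is read from the fitted curve at half-maximal effect; plate controls were basal vehicle for no effect and high inhibitor control for full effect; nearly all actives have a fitted effect of over 50% in size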
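Readout is a homogeneous TR-FRET IP1 immunoassay (Ex 320, Em 665 and 620), where raised cytosolic IP1 lowers signal. Cells were CHO-M1 treated 30 min at 37C with test compounds plus a little lithium; AC50 values came from Hill-equation fitting.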
Luc counter = blocks Kinase-Glo luciferase, a counter-screen artifact; Kinase-Glo luciferase, ATP luminescence, 8 min; Potency, µM (titrated, usually from 38.3 µM), without a hit: top-dose activity change, negative = inhibition, hits mostly inhibitors; 0.28% of 200,000 active; also: potency is read from the fitted curve at half-maximal effect; % is scaled to controls: 0 for no effect and ±100 for the full control effect; nearly all actives have a fitted effect of over 60% in size
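Compounds were added to a substrate mix at pH 7.2 (50 mM imidazole, 10 uM ATP, within the enzyme's linear range), followed by Kinase-Glo detection reagent; luminescence was measured after 8 minutes at ambient temperature.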
GLA spleen mod = inhibits or activates alpha-galactosidase in human spleen homogenate; P06280; human spleen homogenate, 4MU-alpha-Gal fluorescence, 40 min; Potency, µM (titrated, usually from 80 µM), inactives show at the highest dose activity change, negative = inhibition, usual class: inhibitors; 0.008% of 240,000 active; AID 2107;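 also: potency is read from the fitted curve at half-maximal effect; 0% = enzyme with vehicle and -100% = no enzyme basal signal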
Target sequence (P06280 32-429 limits assumed): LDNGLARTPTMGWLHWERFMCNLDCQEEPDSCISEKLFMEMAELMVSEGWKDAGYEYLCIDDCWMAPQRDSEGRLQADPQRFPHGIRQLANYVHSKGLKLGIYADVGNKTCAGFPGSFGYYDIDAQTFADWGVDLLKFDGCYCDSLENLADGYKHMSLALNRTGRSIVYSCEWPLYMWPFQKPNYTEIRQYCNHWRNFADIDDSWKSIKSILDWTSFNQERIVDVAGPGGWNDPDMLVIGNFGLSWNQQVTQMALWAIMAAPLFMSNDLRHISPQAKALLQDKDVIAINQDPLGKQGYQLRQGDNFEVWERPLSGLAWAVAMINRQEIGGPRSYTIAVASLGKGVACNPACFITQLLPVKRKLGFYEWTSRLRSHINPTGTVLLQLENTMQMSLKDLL
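Human spleen homogenate (1 ug) as enzyme source, 4-methylumbelliferyl-alpha-D-galactopyranoside 1 mM final, citrate/phosphate pH 5.0 with 0.01% Tween-20. Compounds 40 min at 37C, NaOH/glycine stop; fluorescence Ex 365/Em 440, Hill-fit AC50.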
NPSR antag = neuropeptide S receptor (human) antagonism, cAMP | Q6W5P4 | CHO-NPSR cells, cAMP TR-FRET, antagonist mode | Potency, µM (highest dose often 38.3 µM), without a hit: top-dose activity change, negative = inhibition, hits mostly inhibitors | 1% of 220,000 active | AID 1461; also: potency is read from the fitted curve at half-maximal effect; % is scaled to controls: 0 for no effect and ±100 for the full control effect; nearly all actives have a fitted effect of over 50% in size; many of its hits are not listed in these tables
Target sequence (Q6W5P4 whole entry, looked up): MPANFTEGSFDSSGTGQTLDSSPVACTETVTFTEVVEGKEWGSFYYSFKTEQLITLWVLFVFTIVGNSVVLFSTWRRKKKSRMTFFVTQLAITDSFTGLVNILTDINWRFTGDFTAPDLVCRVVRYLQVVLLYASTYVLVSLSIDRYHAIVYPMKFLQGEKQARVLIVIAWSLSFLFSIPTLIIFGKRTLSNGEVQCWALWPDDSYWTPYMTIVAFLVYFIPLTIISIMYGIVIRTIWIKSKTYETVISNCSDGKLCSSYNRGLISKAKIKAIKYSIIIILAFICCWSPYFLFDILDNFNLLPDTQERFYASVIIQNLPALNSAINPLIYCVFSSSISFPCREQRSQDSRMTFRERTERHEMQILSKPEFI
CBFb-RUNX1 inh = inhibitors of human CBF-beta and RUNX1 interaction. 230,000 tested, under 10 active. AlphaScreen CBFb-His/RUNX1-biotin binding, biochemical. Potency, µM (highest dose often 59.8 µM), inactives show top-dose activity, negative = inhibition, usual class: inhibitors. Q01196+Q13951; also: % of control where 0% means no effect
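AlphaScreen proximity signal reports loss of binding between His-tagged CBF-beta and biotin-labelled RUNX1, each at 30 nM. Proteins are pre-associated for 20 minutes, compounds added for 15 minutes, then beads for 90 minutes, all at ambient temperature.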
An asterisk follows results filed as active; ? = inconclusive; / = no result given; [ ] = another dose, or the depositor's remark. Unless noted, calls follow the shape of the dose curve; as a rule, active = well fitted curve in the direction sought with a large enough effect; inconclusive = small, poorly fitted or top-dose-only effect, or another doubt; inactive = no such curve, though single readings can be large; an effect the other way counts as inactive or inconclusive. Only part of the results is shown; rates above refer to the full screens.

Molecule | Lamin A splicing | Epigenetic reg | IMPase Li inh | Luc counter | GLA spleen mod | NPSR antag | CBFb-RUNX1 inh
N=c1cc(C2(O)CCCCC2)n2c(nc3ccccc32)s1 | -13% | 13% | 5%[38.3 µM] | 9% | 6% | -16%[46.1 µM] | 3%
O=S(=O)([N-]c1nc2ccccc2nc1-n1cc[n+](Cc2ccccc2)c1)c1ccc(Cl)cc1 | / | 1.0% | / | / | 6% | ? | 13%
C=CCc1c(C)c(C#N)c2nc3ccccc3n2c1NCCN(C)C | ? | 1.0% | 23%[38.3 µM] | -2% | -15% | -15%[46.1 µM] | -1%
CN1C(=O)S/C(=C/c2cccnc2)C1=O | -10% | -0.9% | -6% | 3% | -6% | -7%[46.1 µM] | -6%
Cc1cc(C(c2nnnn2Cc2ccccc2)N2CCOCC2)c(C)n1-c1ccc2c(c1)OCO2 (configuration not stated) | 5% | ? | 20%[38.3 µM] | 11% | 9% | -37%[46.1 µM] | -19%
C/C(=N/NC(=O)c1ccn(C)n1)c1ccncc1 | / | -1.6% | / | / | 10% | -7% | -15%
COc1cc(NC(=O)c2c3c(nc4ccccc24)CCC3)cc(OC)c1 | -12% | 6.3% | -22%[38.3 µM] | -7% | 6% | -8%[46.1 µM] | -7%
Nc1cc(-c2nc3ncccc3o2)ccc1Cl | -15% | 0.0% | ? | -16% | -27% | -3% | 0%
O=C(CCCNS(=O)(=O)c1ccc(Br)cc1)N1CC[C@@]2(O)CCCC[C@H]2C1 | ? | 1.9% | -12%[38.3 µM] | 15% | -9% | -10%[46.1 µM] | 1%
CCc1ccccc1NCC(=O)Nc1ccc(Cl)c(C(F)(F)F)c1 | ? | -1.1% | 5% | -1% | -9% | -19% | ?
O=S(=O)(c1ccccc1)N1CCN(c2ncccn2)CC1 | -1% | -1.0% | 30%[38.3 µM] | -3% | -8% | -11%[46.1 µM] | 0%
CCN(CC(=O)Nc1ccc2c(c1)OCCO2)C(=O)C1CCCCC1 | -5% | -1.0% | 10%[38.3 µM] | 2% | -3% | -3%[46.1 µM] | 3%
O=C(CSc1nnc(CN2CCCCC2)n1-c1ccccc1)c1ccc2c(c1)OCO2 | -6% | -0.9% | / | / | -6% | -9%[46.1 µM] | -8%
CNc1cnn(-c2ccc(C)cc2)c(=O)c1Sc1ccc(C)cc1 | -21%[46 µM] | -2.5% | 2% | 1% | -2% | 9% | -5%
CCOc1ccc(Nc2nc(Cl)nc(NCCO)n2)cc1 | -7% | 0.0% | -2% | -2% | 1% | 11% | 0%
Cc1cc(NC(=O)CN2CCN(C/C=C/c3ccccc3)CC2)c([N+](=O)[O-])cc1C | 2% | -2.7% | -4% | 2% | -4% | 8% | -3%
O=C(OCc1ccccc1)[C@@H]1COC(c2ccc(Br)cc2)=N1 | / | -0.9% | 5% | 2%[39.9 µM] | -27%[119 µM] | / | 5%[89.1 µM]
N#Cc1c(Sc2ncc(C(F)(F)F)cc2Cl)nsc1C/C=N\OCc1ccccc1Br | 16% | ? | -1%[38.3 µM] | -6% | -3% | 10µM* | -6%
O=C(O)c1cnn2c(C(F)(F)F)cc(-c3ccco3)nc12 | 4% | -6.7% | / | / | -1% | -8%[46.1 µM] | 13%
O=C(Cc1cccs1)N(Cc1ccco1)C1(C(=O)NC2CCCC2)CCCCC1 | -1% | 0.0% | 22%[38.3 µM] | 1% | 9% | -25%[46.1 µM] | -2%
COc1cc(S(=O)(=O)n2nc(C)cc2C)c(OC)cc1Cl | 15% | 4.8% | 21%[38.3 µM] | -2% | 7% | -12%[46.1 µM] | 2%
C/C(=N\N=C(/N)SC1CC(=O)N(c2ccccc2)C1=O)c1cccs1 (configuration not stated) | 9% | 1.1% | 8%[38.3 µM] | -3% | 7% | -15%[46.1 µM] | -8%
Cc1ccc2nc(-c3ccc(SCC(=O)Nc4nc(C)cs4)nc3)[nH]c2c1 | -12% | 1.0% | 17% | -5% | 3% | 3% | 1%
CCOC(=O)/C(=N\Nc1ccccc1Cl)N1CCN(C)CC1 | -8% | -1.0% | -4% | 3% | -19% | 10% | 1%
O=C(N/N=C/c1c[nH]c2ccccc12)C1CC1c1ccccc1 (configuration not stated) | ? | 0.1% | / | / | -1% | -6%[46.1 µM] | -7%
CN(C)CCCOC1C(C(O)CO)OC2OC(C)(C)O[C@@H]21 (some centres not stated) | / | -1.3% | 13% | -1% | 1% | / | 19%
Cn1c(=N)n(CC(O)c2ccccc2)c2ccccc21 (configuration not stated) | 5% | -1.0% | 24%[38.3 µM] | -5% | 3% | 4%[46.1 µM] | 9%
Cn1c(=O)c2c3c(sc2n2cnnc12)CCC3 | 2% | 1.2% | -12%[38.3 µM] | -5% | 5% | -14%[46.1 µM] | -4%
COc1cccc(N2CN(CCc3ccccc3)CNC2=S)c1 | / | -0.3% | / | / | 8% | 13% | 8%
Cc1ccccc1/[N+]([O-])=C/c1ccncc1 | 5% | ? | 20%[38.3 µM] | 0% | -19% | ? | 2%
CCCCCCCc1c(O)nc(SCCN(C)C)[nH]c1=O | / | 0.1% | / | / | 0% | 24% | 2%
Cc1ccc(NC(=O)NNc2cccc(Cl)n2)cc1 | 3% | -0.2% | -4%[38.3 µM] | 1% | -1% | 3%[46.1 µM] | 4%
CC1Cc2ccccc2N1C(=O)C1CCN(S(=O)(=O)Cc2ccccc2)CC1 (configuration not stated) | 2% | 2.1% | -2%[38.3 µM] | -3% | 6% | 8%[7.67 µM] | 4%
CC(NC(=O)Cc1ccccc1)c1ccc(F)cc1 (configuration not stated) | 1% | 5.3% | 1% | 1% | 1% | 4%[46.1 µM] | 3%
CC(=O)Oc1cc2c(c(C)c1OC(C)=O)CC=C1[C@]3(C)CC[C@]4(C)CC[C@@](C)(C(=O)O)CC4[C@]3(C)CC[C@]12C (some centres not stated) | ? | 0.5% | 14% | -3% | 3% | / | /
Cc1ccc2sc(NNC(=O)c3cc(-c4cccs4)nc4ccccc34)nc2c1C | -1% | 3.8% | 1% | -2% | 0% | 3% | -2%[2.36 µM]

6 entries already listed, arranged by length of the SMILES, ascending:
Molecule | Lamin A splicing | Epigenetic reg | IMPase Li inh | Luc counter | GLA spleen mod | NPSR antag | CBFb-RUNX1 inh
CC(NC(=O)Cc1ccccc1)c1ccc(F)cc1 (configuration not stated) | 1% | 5.3% | 1% | 1% | 1% | 4%[46.1 µM] | 3%
Cc1ccccc1/[N+]([O-])=C/c1ccncc1 | 5% | ? | 20%[38.3 µM] | 0% | -19% | ? | 2%
CCCCCCCc1c(O)nc(SCCN(C)C)[nH]c1=O | / | 0.1% | / | / | 0% | 24% | 2%
O=C(N/N=C/c1c[nH]c2ccccc12)C1CC1c1ccccc1 (configuration not stated) | ? | 0.1% | / | / | -1% | -6%[46.1 µM] | -7%
CC1Cc2ccccc2N1C(=O)C1CCN(S(=O)(=O)Cc2ccccc2)CC1 (configuration not stated) | 2% | 2.1% | -2%[38.3 µM] | -3% | 6% | 8%[7.67 µM] | 4%
Cc1ccc2sc(NNC(=O)c3cc(-c4cccs4)nc4ccccc34)nc2c1C | -1% | 3.8% | 1% | -2% | 0% | 3% | -2%[2.36 µM]

(next part)
Molecule | Lamin A splicing | Epigenetic reg | IMPase Li inh | Luc counter | GLA spleen mod | NPSR antag | CBFb-RUNX1 inh
CCn1c(SCC(=O)Nc2cccc(C)n2)nc2c1c(=O)n(C)c(=O)n2C | / | -7.4% | 16% | 1% | 1% | 18% | -6%
COCC(=O)N1CCc2nc(-c3ccc(OC)cc3C)c3c(c2C1)CO[C@@H](c1ccccc1)C3 | ? | / | 5% | -2%[7.66 µM] | -3%[17.5 µM] | / | 1%[13.1 µM]
NCC(=O)c1cccc2ccc[n+]([O-])c12 | / | 0.1% | / | / | 0% | 2% | -3%
CCOc1ccc(/C(O)=C/C(=O)C(=O)Nc2ccc(S(=O)(=O)NC(C)=O)cc2)cc1 | ? | 0.0% | -3% | 0% | -1% | 12% | -1%
Cc1csc(NC(=O)CCCC(=O)O)c1-c1nc2ccccc2s1 | / | 4.3% | / | / | -9% | -43% | 6%
C=CCn1c(-c2ccc(OC)cc2)nc2nc3ccccc3nc21 | -2% | 1.0% | 13%[38.3 µM] | -5% | 6% | -6%[46.1 µM] | 11%
Nc1nnc(SCc2nnc(-c3ccccc3)o2)s1 | 11%[46 µM] | 1.1% | -3% | -2% | -2% | 5% | -1%
C=CCNc1nc(-c2cc3ccccc3o2)cs1 | -3% | -1.0% | 9% | -3% | 5% | 1% | 0%
CN(CC(=O)Nc1cccc2c1CCCC2)S(=O)(=O)c1ccccc1 | 11%[0.0737 µM] | -0.1% | 0%[38.3 µM] | -1% | -12% | -4%[46.1 µM] | 2%
CN1CCN(NC(=O)CN2C(=O)S/C(=C\c3c(Cl)cccc3Cl)C2=O)CC1 | / | -1.3% | -10% | -4% | -5% | -24% | ?
O=C(OCn1ncc(Cl)c(Cl)c1=O)c1ccccc1Cl | ? | 0.0% | 6%[38.3 µM] | -2% | -19% | 5µM* | 0%
O=c1c2ccccc2nc(N/N=C/c2c(O)ccc3ccccc23)n1O | ? | -0.9% | 0% | -6% | 11% | -21%[46.1 µM] | -7%

3 of these compounds in a different format:
C=CCNc1nc(-c2cc3ccccc3o2)cs1
  Lamin A splicing: -3%; Epigenetic reg: -1.0%; IMPase Li inh: 9%; Luc counter: -3%; GLA spleen mod: 5%; NPSR antag: 1%; CBFb-RUNX1 inh: 0%

CN(CC(=O)Nc1cccc2c1CCCC2)S(=O)(=O)c1ccccc1
  Lamin A splicing: 11%[0.0737 µM]; Epigenetic reg: -0.1%; IMPase Li inh: 0%[38.3 µM]; Luc counter: -1%; GLA spleen mod: -12%; NPSR antag: -4%[46.1 µM]; CBFb-RUNX1 inh: 2%

CN1CCN(NC(=O)CN2C(=O)S/C(=C\c3c(Cl)cccc3Cl)C2=O)CC1
  Lamin A splicing: /; Epigenetic reg: -1.3%; IMPase Li inh: -10%; Luc counter: -4%; GLA spleen mod: -5%; NPSR antag: -24%; CBFb-RUNX1 inh: ?

Source: PubChem
